# Pf growth 96h: P. falciparum growth inhibition at 96 hour, primary screen for plastid delayed-death inhibitors; AID 504834; Potency, µM (doses to about 28.7 µM), for the others: top-dose activity change, negative = inhibition, most hits filed as inhibitors; actives 6.9% (n = 320,000); P. falciparum luciferase reporter growth, 96 h; note: potency is the fitted concentration of half-maximal effect; % is set by controls: 0 for no effect and ±100 for the full control effect
#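 Plates of compound plus infected erythrocytes (2% hematocrit, 0.05% parasitemia final) incubate 96 hours, 37 C, 5% CO2. Detection reagent added; reduced luminescence from the parasites' luciferase reporter flags inhibition.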
# Giardia FBPA inh: Giardia lamblia aldolase inhibition; purified Giardia FBPA; Potency, µM (series often up to 59.6 µM), for inactives: top-dose activity, negative = inhibition, usual class: inhibitors; actives 0.71% (n = 290,000); AID 2451; note: potency is the fitted concentration of half-maximal effect; % is set by controls: 0 for no effect and ±100 for the full control effect; nearly all actives have a fitted effect of over 55% in size
# Target sequence (A8B2U2 whole entry, looked up): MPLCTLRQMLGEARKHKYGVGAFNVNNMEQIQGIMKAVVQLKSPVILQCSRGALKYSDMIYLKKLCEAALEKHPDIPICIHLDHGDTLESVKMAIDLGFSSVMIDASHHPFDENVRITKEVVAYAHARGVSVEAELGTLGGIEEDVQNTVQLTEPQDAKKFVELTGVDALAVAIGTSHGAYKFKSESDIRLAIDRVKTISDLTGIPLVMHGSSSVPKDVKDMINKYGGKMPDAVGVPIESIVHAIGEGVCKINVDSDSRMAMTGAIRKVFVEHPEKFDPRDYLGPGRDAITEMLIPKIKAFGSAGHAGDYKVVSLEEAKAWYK
#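 40 nM FBPA preincubated 10 min at RT with compound (up to 57.5 uM final), then substrate plus GAPDH/TPI/NAD/arsenate coupling and diaphorase/resazurin added. Fluorescence read after 20 min at RT, 525/598 nm.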
# Pf growth 48h: inhibits P. falciparum growth in the first generation, 48 h; P. falciparum luciferase growth in erythrocytes, 48 h; Potency, µM (titrated, usually from 28.7 µM), for inactives: at the top dose activity change, negative = inhibition, most hits filed as inhibitors; actives 5.9% (n = 310,000); AID 504832; note: potency is the fitted concentration of half-maximal effect; % is set by controls: 0 for no effect and ±100 for the full control effect
#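 Luciferase-expressing P. falciparum in infected erythrocytes (2% hematocrit, 0.1% parasitemia final) in RPMI 1640/0.5% Albumax were exposed to compound for 48 hours at 37 C, 5% CO2; growth read as luminescence.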
# Shiga toxin inh: blocks Shiga toxin action in Vero cells; actives 9.2% (n = 290,000); inhibition, % at 38.7 µM; Vero cells, Shiga toxin protein synthesis inhibition reporter; AID 2315; in the data active = inhibition mostly above about 28%, no sharp cut-off; inactive = mostly below about 43%; note: 0% is about no effect
# Sm TGR inh: S. mansoni TGR enzyme inhibition | purified TGR, DTNB reduction, TNB absorbance 405 nm | Potency, µM (highest dose often 114 µM), without a hit: at the highest dose activity change, negative = inhibition, hits mostly inhibitors | Q962Y6 | actives 3% (n = 360,000) | AID 485364; note: potency is the fitted concentration of half-maximal effect; % is set by controls: 0 for no effect and ±100 for the full control effect; nearly all actives have a fitted effect of over 60% in size
#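 TGR 20 nM + NADPH 100 uM (dispensed conc.), cpd preinc 15 min RT; start with NADPH (500 uM addition) then DTNB (15 mM addition). Kinetic TNB absorbance, 405 nm filter. Four-parameter Hill fit across titration.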
# CHX counter: counter-screen for Shiga toxin inhibitors: cycloheximide protein synthesis inhibition. cell reporter, cycloheximide protein synthesis inhibition counterscreen. max response, %. actives 12% (n = 300,000). AID 2314; in the data active = max response mostly above about 13%, no sharp cut-off; inactive = mostly below about 14%; note: read at 38.3 µM for the half of the compounds with a filed dose; 0% is about no effect
# * hit, by the source's call; ? = inconclusive; · = not tested or not shown; & = joins results of further samples; [ ] = another dose, or the depositor's remark. Unless noted, calls come from the whole dose curve; as a rule, active = well fitted curve in the direction sought with a large enough effect; inconclusive = small, poorly fitted or top-dose-only effect, or another doubt; inactive = no such curve, though single readings can be large; an effect the other way counts as inactive or inconclusive.
Structure	Pf growth 96h	Giardia FBPA inh	Pf growth 48h	Shiga toxin inh	Sm TGR inh	CHX counter
Cn1cnc([N+](=O)[O-])c1Sc1ccc(Br)cc1	?	1.7%	?	19.6	22.4µM*	-0.9
COc1cccc(N=Nc2c(C)[nH]n(-c3ccccc3)c2=O)c1	-15.7%	3.55µM*	90.0%[activator]	·	0.1%	1.6
COc1ccc2[nH]cc(C(=O)CN3CCN(C(=O)c4ccco4)CC3)c2c1	-25.2%	-6.8%	?	-10.2	-11.0%	-2.4
CC(OC(=O)c1cccs1)C(=O)NCc1ccccc1 (stereo unspecified)	66.1%[activator]	-4.8%	14.2%	42.0	-1.9%	-3.6
CCCCNC(=O)Cn1cnc2c(cnn2-c2ccc(C)cc2)c1=O	8.2%	-5.7%	2.3%	-2.5	0.0%	1.6
Cc1nn(CC(=O)N2CCC(C)CC2)c(=O)c2nn(-c3ccccc3)c(C)c12	?	?	0.2%	0.8	2.7%	-3.5
Cc1ccc(OCC(=O)N2CCN(C3CCC(c4ccccc4)CC3)CC2)cc1 (stereo unspecified)	?	?	-14.8%	-7.4	·	10.0
CCOC(=O)CNC(=O)/C=C/c1ccc2c(c1)OCO2	?	7.4%	10.4%	28.6	7.9%	18.5*
Cc1ccc2cc3c(nc2c1)N(Cc1ccco1)CC3	·	1.9%	8.4%	37.8	?	23.8
C/C(=N\NC(=O)c1cc(-c2cccs2)nc2ccccc12)c1ccccn1	?	?	?	-3.3	7.8%	8.0
Cc1c(F)c(F)c(COC(=O)C2C(/C=C(\Cl)C(F)(F)F)C2(C)C)c(F)c1F (stereo unspecified)	·	-0.5%	·	-3.2	·	9.7
CC1CCC(NC(=O)CCS(=O)(=O)c2ccc3c(c2)NC(=O)C(C)S3)CC1 (stereo unspecified)	4.7%	-3.7%	10.3%	21.1	?	9.9
O=C(COc1ccc(Br)cc1)N(Cc1ccccc1)c1ccccn1	?	-1.1%	?	52.7*	-2.0%	15.5
Cc1ccc(CNc2nc(C)cs2)cc1	41.0%[activator]	3.0%	160.5%[activator]	74.7*	-15.5%	40.3*
COCc1cc(OC(=O)N(C)C)nc(-c2ccc(C)c(Cl)c2)n1	45.9%[activator]	-0.9%	38.5%[activator]	28.6	0.0%	-0.3

Structure	Pf growth 96h	Giardia FBPA inh	Pf growth 48h	Shiga toxin inh	Sm TGR inh	CHX counter
CCN(CC)C(=O)CSc1nnc(-c2cccnc2)n1CCc1ccccc1	151.8%[activator]	4.1%	26.9%	14.1	0.1%	2.6
O=[N+]([O-])c1ccc(/C=N/n2c(-c3cccnc3)n[nH]c2=S)cc1	?	1.4%	-4.8%	-26.8	-8.1%	-1.0
CC(=O)N/C(=C/c1ccc(OS(=O)(=O)c2ccc(C)cc2)cc1)C(=O)NCCCO	25.6%	3.2%	27.7%	-7.1	-13.8%	-0.9
CCCCC#Cc1cncc(C(=O)NN)c1	85.0%[activator]	2.4%	4.3%	-6.8	4.6%	-1.6
COCCn1c(SCC#N)nnc1-c1ccccc1	·	5.0%	28.1%	22.8	3.4%	1.1
O=c1c(Cl)c(NCc2ccccc2Cl)cnn1C12CC3CC(CC(C3)C1)C2	?	1.0%	?	-11.5	7.2%	6.6
CC(c1nc2ccccc2c(=O)[nH]1)N1CCOCC1 (stereo unspecified)	8.2%	-5.5%	6.3%	-8.9	7.8%	-2.0
CC(=O)c1c(C)[nH]c(C(=O)OCC(=O)Nc2c(C)n(C)n(-c3ccccc3)c2=O)c1C	17.9%	·	2.3%	·	2.1%	·
CN(Cc1ccco1)C(=O)C1CCC(=O)N(CCc2cccc(F)c2)C1 (stereo unspecified)	-12.0%	·	48.9%[activator]	29.5	-25.2%	3.2
FC(F)(F)c1cccc(Nc2nc(N3CCCC3)nc(N3CCCC3)n2)c1	?	-0.1%	?	-4.9	-11.6%	-1.8
CCOC(=O)CNC(=O)CSc1nc(N)cc(N)n1	10.4µM*	2.1%	-3.7%	-12.8	8.6%	-1.5
O=C(O)COc1ccccc1C1C2C(=O)N(c3ccc(F)cc3)C(=O)C2ON1c1ccccc1 (stereo unspecified)	1.7%	-2.3%	22.0%	-32.1	?	-1.0
Cn1c(CC(=O)Nc2ccccc2F)nnc1SCC(=O)NC1CCCC1	-0.9%	7.7%	22.1%	-1.9	6.4%	-3.3
N=c1sccn1CC(=O)Nc1ccccc1-c1ccccc1	-8.5%	-13.0%	2.4%	-0.7	-5.6%	-2.4
CCOCCCNC(=O)c1cn(C)c(=O)c2cc(OC)c(OC)cc12	?	0.3%	15.1%	-3.1	-1.7%	7.5

Structure	Pf growth 96h	Giardia FBPA inh	Pf growth 48h	Shiga toxin inh	Sm TGR inh	CHX counter
Cc1ccc(S(=O)(=O)N2CCOCC2)cc1NC(=O)COC(=O)CNC(=O)c1ccccc1	-4.1%	0.6%	30.8%[activator]	-16.0	-1.8%	-3.2
Cc1cccc(Cl)c1NC(=O)N1CCCN(c2ncccc2[N+](=O)[O-])CC1	28.3%	1.6%	1.2%	-5.1	11.0%	-2.3
S=C1NCN(Cc2ccco2)CN1Cc1ccco1	-39.9%	-7.6%	15.4%	1.0	-6.2%	0.9
CC(=O)c1sc(NC(=O)CCN2C(=O)C3CC=CCC3C2=O)nc1-c1ccccc1 (stereo unspecified)	?	·	?	·	-6.3%	·
C=CCn1c(SCC(=O)NCc2ccc3c(c2)OCO3)nc2scc(-c3ccccc3)c2c1=O	?	4.4%	?	-5.4	9.7%	-2.2
CCc1ccccc1N(CC(=O)NC1CCCCC1)C(=O)CCCC(=O)Nc1ccccn1	-15.5%	·	-7.3%	-4.6	-0.3%	-3.5
COc1cc(NC(=O)CS(=O)(=O)c2ccccc2)cc(OC)c1OC	·	-1.9%	-10.9%	-11.1	-33.5%	-3.2
CCOc1ccc(Br)cc1S(=O)(=O)N1CC(C)OC(C)C1 (stereo unspecified)	·	2.7%	-4.2%	-4.7	-0.7%	0.8
O=C(Cn1cnc2c(oc3ccccc32)c1=O)c1ccccc1	7.0%	-0.6%	175.0%[activator]	52.7*	-2.2%	54.5*
Cc1c(Cl)cccc1NC(=S)NCCc1ccc(C(F)(F)F)cc1	13.1µM*	-4.1%	6.57µM*	-3.8	0.8%	-2.6
COc1ccc(C)cc1S(=O)(=O)NC1CC1	10.3%	0.5%	-1.2%	·	4.7%	3.3
Cc1ccc(S(=O)(=O)NC(=O)c2ccccc2F)cc1	67.2%[activator]	·	-5.1%	-6.2	1.5%	-2.5
CCN(C(=O)c1cnc(N2CCN(c3ncccn3)CC2)c2ccccc12)c1cccc(Cl)c1	-1.6%	-17.4%	?	-16.6	19.6%	6.8
CC(=O)Nc1cccc(Oc2ccc3c(c2)C(=O)N(CCC(=O)O)C3=O)c1	·	-3.8%	14.7%	22.4	4.0%	18.1
CCNC(=S)N(CCO)Cc1cc2cc3c(cc2[nH]c1=O)OCO3	0.0%	-9.2%	19.7%	·	?	-2.5

# Among those listed so far, these contain an aryl methoxy group.
Structure	Pf growth 96h	Giardia FBPA inh	Pf growth 48h	Shiga toxin inh	Sm TGR inh	CHX counter
COc1cccc(N=Nc2c(C)[nH]n(-c3ccccc3)c2=O)c1	-15.7%	3.55µM*	90.0%[activator]	·	0.1%	1.6
COc1ccc2[nH]cc(C(=O)CN3CCN(C(=O)c4ccco4)CC3)c2c1	-25.2%	-6.8%	?	-10.2	-11.0%	-2.4
CCOCCCNC(=O)c1cn(C)c(=O)c2cc(OC)c(OC)cc12	?	0.3%	15.1%	-3.1	-1.7%	7.5
COc1cc(NC(=O)CS(=O)(=O)c2ccccc2)cc(OC)c1OC	·	-1.9%	-10.9%	-11.1	-33.5%	-3.2
COc1ccc(C)cc1S(=O)(=O)NC1CC1	10.3%	0.5%	-1.2%	·	4.7%	3.3

# Looked up by compound from the entries so far:
Structure	Pf growth 96h	Giardia FBPA inh	Pf growth 48h	Shiga toxin inh	Sm TGR inh	CHX counter
S=C1NCN(Cc2ccco2)CN1Cc1ccco1	-39.9%	-7.6%	15.4%	1.0	-6.2%	0.9
O=C(Cn1cnc2c(oc3ccccc32)c1=O)c1ccccc1	7.0%	-0.6%	175.0%[activator]	52.7*	-2.2%	54.5*

# The list continues:
Structure	Pf growth 96h	Giardia FBPA inh	Pf growth 48h	Shiga toxin inh	Sm TGR inh	CHX counter
Cc1ccc(-n2c(SCC(=O)N3c4ccccc4Sc4ccccc43)nnc2-c2ccncc2)cc1	?	4.3%	10.2%	-14.6	-4.0%	-7.5
Nc1cc([N+](=O)[O-])ccc1N1C(=O)CCCC1=O	37.1%[activator]	0.3%	0.1%	22.0	-14.4%	-3.5
COc1ccccc1-c1nc(=S)c(C(C)=O)c(C)[nH]1	-20.1%	-20.2%	-16.1%	-7.5	-11.0%	-3.1
O=C1NC(=Nc2ccccc2)S/C1=C/c1cccnc1	28.6%	-1.8%	8.2%	22.8	3.5%	14.7
CCCS(=O)(=O)N1CCN(C2CCC(C)CC2)CC1 (stereo unspecified)	10.4µM*	?	29.7%	-3.5	·	3.7
O=C(CCC1CCCN(Cc2ccc(O)c(Cl)c2)C1)NCc1ccccc1F (stereo unspecified)	30.4%[activator]	0.6%	?	-6.9	-6.1%	-1.1
CC[n+]1ccc(C(=O)NCc2ccccc2)cc1	2.3%	1.5%	249.2%[activator]	-7.5	-0.6%	-2.0
Cc1ccc(CCNC(=O)C2CC(=O)N(CCc3ccccc3)C2)cc1 (stereo unspecified)	?	16.3%	-14.2%	11.6	0.2%&10.5%	11.3
CN(CC(=O)Nc1ccc(N2CCOCC2)cc1)Cc1c(O)ccc2ccccc12	13.4%	?	5.3%	10.5	0.398µM*	4.2
CCCCCC(O)(CCN1CCCCC1)c1ccccc1 (stereo unspecified)	7.4%	-6.5%	?	-8.7	31.6µM*	-2.5
Cc1ccc(S(=O)(=O)Cn2nnnc2CN2CCN(Cc3ccc4c(c3)OCO4)CC2)cc1	?	-1.4%	-13.9%	-6.8	5.9%	-3.1
COc1ccccc1N(Cc1cc(=O)[nH]c2ccccc12)C(=O)C(C)C	?	5.5%	?	-6.3	-16.3%	-2.6
COc1ccc(OC)c(N(CC(=O)N2CCCC2)S(C)(=O)=O)c1	-4.6%	7.5%	-3.3%	10.8	0.9%	-1.7
O=C(c1cccc(Br)c1)N1CCN(C(=O)N2CCOCC2)CC1	17.7%	5.2%	7.3%	5.5	-1.4%	-1.1
O=S(=O)(Nc1ccc(Cc2ccncc2)cc1)c1ccc(Cl)s1	-1.2%	-1.5%	-1.3%	-9.7	1.1%	-2.8

Structure	Pf growth 96h	Giardia FBPA inh	Pf growth 48h	Shiga toxin inh	Sm TGR inh	CHX counter
CCOC(=O)c1c(C)sc2c1N(C(=O)CN1CCOCC1)c1cc(Cl)ccc1S2	?	10.2%	·	-12.2	7.4%	-4.9
Cn1c(=O)c2nncnc2n(C)c1=O	-4.1%	-1.4%	-9.4%	-7.3	0.0%	7.3
Cc1ccc(OCC(O)Cn2c(=N)n(CCN3CCOCC3)c3ccccc32)cc1 (stereo unspecified)	19.0%	-11.9%	?	5.8	-0.4%	2.5
CC(Oc1ccccc1F)C(=O)Nc1ccc2ccccc2c1 (stereo unspecified)	67.3%[activator]	-7.2%	74.2%[activator]	79.7*	5.0%	45.1*

# Compounds from the list above that contain a COOH group:
Structure	Pf growth 96h	Giardia FBPA inh	Pf growth 48h	Shiga toxin inh	Sm TGR inh	CHX counter
O=C(O)COc1ccccc1C1C2C(=O)N(c3ccc(F)cc3)C(=O)C2ON1c1ccccc1 (stereo unspecified)	1.7%	-2.3%	22.0%	-32.1	?	-1.0
CC(=O)Nc1cccc(Oc2ccc3c(c2)C(=O)N(CCC(=O)O)C3=O)c1	·	-3.8%	14.7%	22.4	4.0%	18.1

# Compound activity: PubChem BioAssay, National Center for Advancing Translational Sciences (NCATS)
